Source: PubChem BioAssay (NMMLSC)
Yeast superoxide – reduction of superoxide in aged yeast, primary screen, HTS; AID 2690, 2010; S. cerevisiae aged cells, superoxide DHE fluorescence; active compounds read low; superoxide response (% of plate mean), % at 10 µM; 330,000 compounds, 0.18% hits;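 active = superoxide response under a set limit, about three screen SD below normal, cut at about 65% in these data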;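 also: yeast aged for seven days with compound at 30 °C before DHE staining; 100% = average MFI of all compound-treated wells on the plate with controls excluded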
The depositor's hits bear a star. The list is partial; count on the stated rates, not on these rows.

SMILES	Yeast superoxide
COc1cc(OC)cc(-c2sc3ccc(OC)cc3c2-c2ccc(OCCN3CCOCC3)cc2)c1	102
CCN1C(=O)[C@H]2[C@H]3CN=C(SCc4ccc(C)cc4)N3[C@@](C)(C(=O)OC)[C@H]2C1=O	103
Cc1ccc(S(=O)(=O)N2C[C@@H]3[C@H]4CC[C@H](C4)[C@@H]3[C@@H](C)[C@@H]2c2ccn([Si](C(C)C)(C(C)C)C(C)C)c2)cc1	97
C=CCNc1oc(-c2ccc(Cl)cc2)nc1C#N	90
c1cncc(-c2ccc3ncnc(NCc4ccc5c(c4)OCO5)c3c2)c1	108
CC[C@@]1(C(=O)OC)N[C@H](CN(C)C(=O)c2ccccc2)[C@@H]2C(=O)N(Cc3ccccc3)C(=O)[C@@H]21	77
COc1ccc(NC(=O)Nc2cccc3c2O[C@H](CN(C)S(=O)(=O)c2ccccc2)[C@@H](C)CN([C@H](C)CO)C3=O)cc1	115
Cc1cccc(C2=NN(c3ccccc3)[C@H](CO)[C@H]2c2ccccc2)c1	68
O=C(C[C@H]1C[C@H](C(=O)N2CCCCC2)[C@@]2(CCc3ccccc3)c3[nH]c4cc(-c5ccco5)ccc4c3CCN2C1=O)NCCC1=CCCCC1	117
O=C(NC[C@H]1CCCO1)c1cccc2c1C(=O)c1ccc(-c3ccc(F)cc3OCc3ccccc3)cc1S2(=O)=O	113
Cc1ccc(S(=O)(=O)N2CCC[C@H]2C(=O)Nc2ccc(F)cc2C)cc1	104
COC(=O)[C@H](C)N1C/C=C\COc2c(Cl)cc(Cl)cc2S1(=O)=O	84
COc1cccc(-c2ccc3ncnc(NCc4ccc5c(c4)OCO5)c3c2)c1	82
COc1cccc([C@@H]2CC=C(C(=O)O)[C@H](c3ccc(Br)cc3)N2S(=O)(=O)c2ccc(C)cc2)c1	117
C/C=C/C(=O)N[C@@H]1c2ccccc2CC[C@@H]1OCc1ccccc1	105
CC(C)=CCC/C(C)=C/CNC(=O)C[C@H]1C[C@H](C(=O)N2CCOCC2)[C@@]2(C)c3[nH]c4cc(-c5ccco5)ccc4c3CCN2C1=O	93
COc1ccc([C@H]2C(C(=O)O)=C[C@@H](C(C)(C)C)N2S(=O)(=O)c2ccc(C)cc2)cc1OC	101
CC[C@]12c3[nH]c4cc(-c5ccco5)ccc4c3CCN1C(=O)[C@@H](CC(=O)NCCC1=CCCCC1)C[C@@H]2C(=O)N1CCN(C(=O)C2CC2)CC1	95
COc1cccc(-c2sc3cc(OC)c(OC)cc3c2-c2ccc(OCCN3CCCCC3)cc2)c1	99
C[C@H](CO)N1C[C@H](C)[C@@H](CN(C)C(=O)Nc2ccc3c(c2)OCO3)Oc2c(NC(=O)C3CC3)cccc2C1=O	138
CC[C@]1(C(=O)OC)[C@H]2C(=O)N(C)C(=O)[C@H]2[C@H]2CN=C(SCc3ccccc3)N21	99
O=C(Cc1ccccc1)N[C@@H]1c2ccccc2CC[C@@H]1OCc1ccccc1	96
C[C@H]1COC(=O)[C@H](Cc2ccc(F)cc2)CC/C=C/C[C@@H](CC(=O)N(CCO)Cc2ccccc2)C(=O)N1	93
C=CC[C@@H](CC(=O)N[C@@H](CO)Cc1ccccc1)C(=O)NC[C@H](OC(=O)[C@@H](CC=C)Cc1ccc(F)cc1)c1ccccc1	104
CC(=O)Nc1ccc(-c2c(C)cc3oc(=O)cc(-c4ccccc4)c3c2C)cc1	104
C[C@]12C(=O)N(c3ccc(Br)cc3)C(=O)N1[C@H]1c3ccccc3OC[C@@H]1[C@H]2c1ccccc1	104
O=C1[C@H](Oc2ccccc2)[C@@H](c2ccncc2)N1c1ccncc1	99
CN=C1N(C)C[C@@H]2[C@@H]3C(=O)N(Cc4ccccc4)C(=O)[C@@H]3[C@](Cc3ccccc3)(C(=O)OC)N12	124
O=C(C[C@H]1C[C@H](C(=O)N2CCCCC2)[C@@]2(CCc3ccccc3)c3[nH]c4cc(-c5ccco5)ccc4c3CCN2C1=O)NCc1ccco1	89
CCOC(=O)C1=CN(Cc2cccc(-c3ccc(F)cc3)c2)S(=O)(=O)N(C)C1C (stereo not given)	100
CC[C@@H](C)[C@@H]1CN([C@@H](CN2CCC[C@H]2CN2C(N)=NC[C@H]2C(C)C)C(C)C)C(=N)N1CCc1ccc(Cl)c(Cl)c1	110
COCC(=O)N[C@@H]1c2ccccc2CC[C@@H]1OCc1ccccc1	98
CC[C@@H](C)[C@@H]1CN([C@@H](C)CN2CCC[C@H]2CN2C(N)=NC[C@H]2C(C)C)C(=N)N1CCc1ccc(Cl)c(Cl)c1	120
COc1cc(NC(=O)c2ccc(-c3cccc(F)c3)o2)ccc1NC(=O)c1ccccc1Cl	86
CC[C@]12c3[nH]c4cc(-c5ccco5)ccc4c3CCN1C(=O)[C@@H](CC(=O)NCc1cccc(C(F)(F)F)c1)C[C@@H]2C(=O)N1CCN(C(=O)C2CC2)CC1	109
C=CCSc1nnc(-c2cccc3ccccc23)o1	115
CCOC(=O)C1=CNS(=O)(=O)NC1c1ccc(C[C@H](NC(=O)CNC(=O)CCc2ccccc2)C(N)=O)cc1 (stereo not given in full)	89
O=C1OCCN1C(=O)[C@H]1[C@H](c2ccc([N+](=O)[O-])cc2)C(c2cccc(Cl)c2)=NN1c1ccc(Br)cc1	111
Nc1ccccc1C(=O)N1O[C@@H]2C=C[C@H]1C2	105
COC(=O)[C@@]1(C)[C@H]2C(=O)N(Cc3ccccc3)C(=O)[C@H]2[C@H]2CN=C(SCc3ccc(Cl)cc3)N21	107
CC[C@]12c3[nH]c4cc(CCC(=O)N(C)C)ccc4c3CCN1C(=O)[C@@H](CC(=O)NC/C=C(\C)CCC=C(C)C)C[C@@H]2C(=O)N1CCN(C(=O)C2CC2)CC1	118
O=C(OCC#CCSc1nnc(-c2cccc3ccccc23)o1)c1cccc2[nH]ccc12	95
O=C(CNC(=O)c1ccc(Cl)cc1Cl)OCc1nnc(-c2ccccc2Br)o1	99
Cc1ccc([C@@H]2CC=C(C(=O)O)[C@H](c3ccc(Br)cc3)N2S(=O)(=O)c2ccccc2C)cc1	100
CC(C)[C@H]1COCCS(=O)(=O)N1Cc1ccccc1-c1cccc(Cl)c1	90
CCCCCCCCNc1ccccc1S(=O)(=O)NCc1ccccc1	102
CC(C)(C)c1ccc2oc(=O)cc(-c3cccc(-c4ccc(C(F)(F)F)cc4)c3)c2c1	98
CNC[C@H]1Oc2c(NS(=O)(=O)c3ccc(OC)cc3)cccc2C(=O)N([C@H](C)CO)C[C@@H]1C	94
CCC1Nc2ncnc(N3CCCCC3)c2N(Cc2ccc(OC)cc2)C1=O (stereo not given)	103
Cc1csc(CNc2ncnc3ccc(-c4cccc(Cl)c4)cc23)c1	89
COc1ccc(C2=Nn3c(nnc3-c3ccccc3Cl)SC2)cc1OCC1CC1	86
CC(C)CC1Nc2ncnc(N3CCN(c4ccccn4)CC3)c2N(Cc2ccccc2)C1=O (stereo not given)	104
Cc1ccc(C)c(N2CCN(C(=O)CCc3nc(-c4cccc(Br)c4)no3)CC2)c1	114
COc1ccc(-c2noc(CCC(=O)N3CCN(c4ccccc4Cl)CC3)n2)cc1	109
COc1ccc(C(=O)/C=C/c2ccc(O)cc2)c(O)c1C/C=C(\C)CCC=C(C)C	90
COc1ccc2cc(C[C@@H]3CC[C@@H](CO)O3)ccc2c1	96
CCN([C@H](CO)CC(C)C)S(=O)(=O)c1ccccc1	88
O=C(C[C@H]1C[C@H](C(=O)N2CCCCC2)[C@@]2(CCc3ccccc3)c3[nH]c4cc(-c5ccco5)ccc4c3CCN2C1=O)NCCN1CCOCC1	114
COC(=O)c1ccc(CSC2=NC[C@@H]3[C@@H]4C(=O)N(C)C(=O)[C@@H]4[C@](Cc4ccccc4)(C(=O)OC)N23)cc1	99
COc1ccc(NC(=O)N(C)C[C@H]2Oc3c(NC(=O)Nc4ccc5c(c4)OCO5)cccc3C(=O)N([C@H](C)CO)C[C@@H]2C)cc1	103
Remaining list, next part.
SMILES	Yeast superoxide
CCN1C(=O)[C@H]2[C@@H](c3ccc(-c4ccc(F)cc4)c(OC)c3)N3CCCC[C@@]3(C(=O)OC)[C@H]2C1=O	83
CC1(c2ccccc2)NC(=O)N(CC(=O)N(c2ccccc2)C2CCS(=O)(=O)C2)C1=O (stereo not given)	101
Cc1nc(SCC(=O)NNC(=O)c2ccc(F)cc2)c2ccccc2n1	101
CCCN=C1N(C)C[C@@H]2[C@@H]3C(=O)N(Cc4ccccc4)C(=O)[C@@H]3[C@](C)(C(=O)OC)N12	89
CC[C@]12c3[nH]c4cc(CCC(=O)N(C)C)ccc4c3CCN1C(=O)[C@@H](CC(=O)NCCC1=CCCCC1)C[C@@H]2C(=O)N1CCN(C(=O)C2CC2)CC1	97
O=C1C[C@H]2CCCCC(=O)N3CC[C@@H](C1)[C@@H]23	92
O=C(O)CCC(=O)OCCc1cc2ccccc2c(=O)o1	109
COc1ccc(S(=O)(=O)N(C)C[C@H]2Oc3ccc(NS(=O)(=O)c4cn(C)cn4)cc3C(=O)N([C@H](C)CO)C[C@@H]2C)cc1	131
C=CC[C@H](CC(=O)OC(C)(C)C)C(=O)OC[C@H]1CCCN1C(=O)[C@@H](CC=C)CC(=O)N(CCO)Cc1ccccc1	87
O=C(N[C@@H]1C/C=C\C[C@@H](CC(=O)N(CCO)Cc2ccccc2)C(=O)N[C@H](Cc2ccccc2)COC1=O)OCC1c2ccccc2-c2ccccc21	110
O=C(O)C1=CC[C@@H](c2ccc(Cl)cc2)N(S(=O)(=O)c2ccc(Cl)cc2)[C@H]1c1ccc(Br)cc1	94
COc1ccc(NC(=O)Nc2ccc3c(c2)C(=O)N([C@H](C)CO)C[C@H](C)[C@@H](CN(C)C(=O)Nc2ccc(C(F)(F)F)cc2)O3)cc1	104
CCC[C@H]1NC(=O)[C@H](C)N(C)C(=O)C(C)(C)C(=O)C(C)NC(=O)[C@H](Cc2ccc(OC)cc2)N(C)C(=O)[C@H](C(C)C)N(C)C(=O)CNC(=O)[C@H](CC(C)C)N(C)C(=O)CNC(=O)[C@H]([C@@H](C)CC)OC(=O)[C@H]1C (stereo not given in full)	78
COc1ccc(CC(=O)N[C@@H]2c3cc(OC)c(OC)cc3C[C@H]2O)cc1	103
COc1ccc(CC(=O)N[C@@H]2c3ccccc3CC[C@H]2OCc2ccccc2)cc1	91
O=C1[C@H]2CCC=C[C@H]2[C@H](c2ccccc2Br)N1Cc1ccccc1	103
COC(=O)[C@@]1(C)[C@H]2C(=O)N(C)C(=O)[C@H]2[C@H]2CN=C(SCc3ccc(C#N)cc3)N21	120
O=C(CC(NC(=O)c1ccccc1)c1ccccc1)NCc1ccccc1 (stereo not given)	105
CN(C)C(=O)CCc1ccc2c3c([nH]c2c1)[C@]1(C)[C@@H](C(=O)N2CCCCC2)C[C@H](CC(=O)NCc2ccco2)C(=O)N1CC3	98
CCC[C@@H](CN1CCC[C@H]1CN1C(N)=NC[C@H]1CC(C)C)N1C[C@@H]([C@H](C)CC)N(CCc2ccc(Cl)c(Cl)c2)C1=N	134
COc1cc2c(cc1OC)[C@@H](NC(=O)CCc1ccccc1)[C@H](OCc1ccccc1)C2	117
C=CC[C@H](CC(=O)N(CCO)Cc1ccccc1)C(=O)NCCOC(=O)[C@H](CC=C)CC(=O)OC(C)(C)C	106
CCOC(=O)C1(CC)Oc2ccccc2C(c2ccc(OC)cc2)=C1C(=O)OC (stereo not given)	112
C[C@H](CO)N1C[C@H](C)[C@@H](CN(C)C(=O)NC2CCCCC2)Oc2ccc(NC(=O)NC3CCCCC3)cc2C1=O	85
C[C@H](CO)N1C[C@H](C)[C@@H](CN(C)C(=O)Nc2ccc3c(c2)OCO3)Oc2c(NC(=O)C3CCCCC3)cccc2C1=O	100
Cc1noc(C)c1NC(=O)Nc1cccc2c1O[C@H](CN(C)C(=O)NC(C)C)[C@@H](C)CN([C@H](C)CO)C2=O	83
O=C(C[C@H]1C[C@H](C(=O)N2CCCCC2)[C@@]2(CCc3ccccc3)c3[nH]c4cc(-c5ccco5)ccc4c3CCN2C1=O)NCc1cccc(C(F)(F)F)c1	104
Cc1c(C(=O)N2CCN(S(=O)(=O)c3ccccc3)CC2)oc2ccc(Br)cc12	104
COc1ccc(-c2noc(CCC(=O)N3CCN(c4ccc(F)cc4)CC3)n2)cc1	127
CCCCC[C@@H]1C=C(C(=O)O)[C@H](c2ccc(C)cc2)N1S(=O)(=O)c1ccc(C)cc1	100
C#CCNCCS(=O)(=O)N(Cc1ccc(Br)cc1)[C@@H](CC(C)C)C(=O)O	114
CC(C)(C)OC(=O)C[C@H]1C/C=C\C[C@@H](CC(=O)N[C@@H](CO)Cc2ccccc2)C(=O)NC[C@H](c2ccccc2)OC1=O	117

Reprinted from the listing, 12 compounds:
SMILES	Yeast superoxide
O=C(CC(NC(=O)c1ccccc1)c1ccccc1)NCc1ccccc1 (stereo not given)	105
CN(C)C(=O)CCc1ccc2c3c([nH]c2c1)[C@]1(C)[C@@H](C(=O)N2CCCCC2)C[C@H](CC(=O)NCc2ccco2)C(=O)N1CC3	98
CCC[C@@H](CN1CCC[C@H]1CN1C(N)=NC[C@H]1CC(C)C)N1C[C@@H]([C@H](C)CC)N(CCc2ccc(Cl)c(Cl)c2)C1=N	134
COc1cc2c(cc1OC)[C@@H](NC(=O)CCc1ccccc1)[C@H](OCc1ccccc1)C2	117
C=CC[C@H](CC(=O)N(CCO)Cc1ccccc1)C(=O)NCCOC(=O)[C@H](CC=C)CC(=O)OC(C)(C)C	106
CCOC(=O)C1(CC)Oc2ccccc2C(c2ccc(OC)cc2)=C1C(=O)OC (stereo not given)	112
C[C@H](CO)N1C[C@H](C)[C@@H](CN(C)C(=O)NC2CCCCC2)Oc2ccc(NC(=O)NC3CCCCC3)cc2C1=O	85
C[C@H](CO)N1C[C@H](C)[C@@H](CN(C)C(=O)Nc2ccc3c(c2)OCO3)Oc2c(NC(=O)C3CCCCC3)cccc2C1=O	100
Cc1noc(C)c1NC(=O)Nc1cccc2c1O[C@H](CN(C)C(=O)NC(C)C)[C@@H](C)CN([C@H](C)CO)C2=O	83
O=C(C[C@H]1C[C@H](C(=O)N2CCCCC2)[C@@]2(CCc3ccccc3)c3[nH]c4cc(-c5ccco5)ccc4c3CCN2C1=O)NCc1cccc(C(F)(F)F)c1	104
Cc1c(C(=O)N2CCN(S(=O)(=O)c3ccccc3)CC2)oc2ccc(Br)cc12	104
COc1ccc(-c2noc(CCC(=O)N3CCN(c4ccc(F)cc4)CC3)n2)cc1	127
